Compound activity deposited in PubChem BioAssay by National Center for Advancing Translational Sciences (NCATS).
KB-3-1 cytotox: KB-3-1 parental cell cytotoxicity. KB-3-1 viability, CellTiter-Glo ATP luminescence, 72 h. Potency, µM (titrated, usually from 46.1 µM), for inactives: at the highest dose activity change, negative = cytotoxic, hits mostly cytotoxic. 400,000 compounds, 1.4% hits. AID 1347075; further: potency means the concentration at half of the fitted maximal effect; on the % scale 0 is the no-effect control and ±100 the full control effect; nearly all actives have a fitted effect of over 60% in size
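Luminescent ATP read-out (CellTiter-Glo) measures survival of drug-naive KB-3-1 cells after 72 h compound exposure at 37 °C. Titration series was screened from lowest to highest concentration, with DMSO vehicle plates as background controls.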
D3 antag: blocks the human D3 dopamine receptor; P35462; 360,000 compounds, 2.5% hits; D3R cells, DiscoveRx beta-arrestin luminescence, antagonist mode; hits give low values; AID 652054; max response, negative = inhibition, %; in the data active means max response below about -50%; inconclusive means no clear call, values can overlap the other calls; further: on the % scale 0 is the no-effect control and ±100 the full control effect; mostly tested at two doses, the higher about 12 µM
Target sequence (P35462 whole entry, looked up): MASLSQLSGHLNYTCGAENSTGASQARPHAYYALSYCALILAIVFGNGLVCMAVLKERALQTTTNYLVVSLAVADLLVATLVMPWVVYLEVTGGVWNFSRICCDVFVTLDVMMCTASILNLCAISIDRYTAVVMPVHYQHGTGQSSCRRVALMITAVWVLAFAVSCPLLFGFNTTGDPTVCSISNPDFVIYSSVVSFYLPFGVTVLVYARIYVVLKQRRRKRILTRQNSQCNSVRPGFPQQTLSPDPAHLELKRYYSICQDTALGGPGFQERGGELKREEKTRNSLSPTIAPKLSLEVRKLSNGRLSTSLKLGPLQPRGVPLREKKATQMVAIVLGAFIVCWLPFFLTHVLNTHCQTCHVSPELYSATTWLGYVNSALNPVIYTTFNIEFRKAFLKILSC
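Cells plated overnight at 1500 cells/well, then exposed to library compounds with dopamine controls for 90 minutes at 37 degrees C. DiscoveRx reagent added for 30–60 minutes at room temperature; luminescence read, quantitative HTS format.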
GLP-1R agonist: activates the human GLP-1 receptor; Potency, µM (highest dose often 45.6 µM), for inactives: top-dose activation, hits mostly activators; HEK293 GLP-1R CRE-luciferase, luminescence, 4-6 h; cells express a hypersensitive GLP-1R form; 380,000 compounds, 0.007% hits; further: potency means the concentration at half of the fitted maximal effect; % of control where 0% means no effect
Target sequence (P43220 whole entry, looked up): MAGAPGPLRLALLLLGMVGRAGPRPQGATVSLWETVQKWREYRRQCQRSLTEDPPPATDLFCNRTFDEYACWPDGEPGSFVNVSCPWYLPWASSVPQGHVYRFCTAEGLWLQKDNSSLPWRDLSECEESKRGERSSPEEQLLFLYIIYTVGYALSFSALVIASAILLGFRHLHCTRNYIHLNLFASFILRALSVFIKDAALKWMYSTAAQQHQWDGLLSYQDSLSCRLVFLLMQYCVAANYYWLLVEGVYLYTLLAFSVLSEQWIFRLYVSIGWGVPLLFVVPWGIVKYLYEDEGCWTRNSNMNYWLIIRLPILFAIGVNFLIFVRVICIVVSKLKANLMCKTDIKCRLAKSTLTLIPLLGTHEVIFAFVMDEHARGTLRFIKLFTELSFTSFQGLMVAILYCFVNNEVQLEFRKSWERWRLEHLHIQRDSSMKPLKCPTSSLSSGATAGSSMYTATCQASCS
HT1080 IDH1KD tx: HT-1080 IDH1 knockdown cell toxicity (counter line); HT-1080 IDH1 knockdown viability, ATP luminescence, 48 h; 360,000 compounds, 2% hits; Potency, µM (titrated, usually from 46.1 µM), without a hit: at the top dose activity, negative = toxicity, most hits filed as cytotoxic;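 further: potency means the concentration at half of the fitted maximal effect; 0% = DMSO wells and -100% = cell-free medium wells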
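IDH1KD HT-1080 cells, 750/well, RPMI + 5% FBS; compound pinned after 2 h settling; 48 h, 37 °C; CellTiter-Glo luminescence; % activity normalised to DMSO and no-cell wells; curves fitted, classed by r2 and efficacy.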
HT1080NT lethal: kills 2HG-producing HT-1080-NT fibrosarcoma cells; HT-1080-NT fibrosarcoma viability, CellTiter-Glo ATP luminescence, 48 h; Potency, µM (series often up to 46.1 µM), without a hit: at the highest dose activity, negative = less viability, usual class: cytotoxic; AID 686970; 360,000 compounds, 1.6% hits;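 further: NT is the 2HG producing partner of a matched IDH1 knockdown line; potency means the concentration at half of the fitted maximal effect; 0% = DMSO-treated cells and -100% = media-only wells without cells; nearly all actives have a fitted effect of over 55% in size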
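Viability of the 2HG-overproducing fibrosarcoma line after 48 hours of compound exposure at 37 degrees C was determined by luminescence with CellTiter-Glo, and concentration-effect curves were then fitted and categorized.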
D3 ag: agonists of human D3 dopamine receptor | D3R DiscoveRx beta-arrestin cells, luminescence, 90 min | max activation, % | 410,000 compounds, 0.58% hits | AID 652048; in the data active means max activation above about 30%; further: 0% is about no effect; mostly tested at two doses, the higher about 12 µM
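Agonist-mode cell screen: cells plated at 1500/well and incubated overnight at 37 °C, then exposed to library compounds for 90 min at 37 °C. Detection reagent was added for 30–60 min at room temperature, and luminescence was read.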
KB-V1 MDR tox: KB-V1 MDR subline cytotoxicity; KB-V1 MDR cells viability, CellTiter-Glo, 72 h; Potency, µM (doses to about 46.1 µM), inactives show top-dose activity change, negative = cytotoxicity, most hits filed as cytotoxic; 400,000 compounds, 3.4% hits; AID 1347076; further: potency means the concentration at half of the fitted maximal effect; on the % scale 0 is the no-effect control and ±100 the full control effect; nearly all actives have a fitted effect of over 60% in size
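KB-V1 MDR subline cells in DMEM (phenol-red free, 10% FBS) exposed to compounds in qHTS concentration series for 72 h at 37 degrees C. Viability read by CellTiter-Glo luminescence; concentration-effect curves fitted after normalization and correction.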
IL1B secr inh: inflammasome signaling inhibition, IL-1 beta readout | THP-1 LPS/ATP IL-1B secretion, AlphaLISA, 16 h; hits give low values | activity change, % at 57.5 µM | 360,000 compounds, 4.7% hits; in the data active means activity change below about -50%; inconclusive means mostly about -30% to -49%; further: on the % scale 0 is the no-effect control and ±100 the full control effect
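THP-1 cells pretreated 1 hr with compounds (up to 57.5 uM final), then stimulated with LPS (250 ng/mL final) plus ATP (1.25 mM final); secreted IL-1B measured by AlphaLISA after 16 hr, decreased signal indicating inhibition.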
SW480 rereplic: inducers of DNA re-replication in SW480 colon cancer cells; Potency, µM (top dose mostly 46.1 µM), for the others: at the top dose re-replication activation, usual class: activators; AID 624297; 340,000 compounds, 1.8% hits; SW480 DNA re-replication, Hoechst DNA content imaging, 48 h; further: potency means the concentration at half of the fitted maximal effect; % of control where 0% means no effect; nearly all actives have a fitted effect of over 55% in size
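Image-based read-out: total Hoechst fluorescence of nuclei (405 nm excitation, 500-530 nm emission), with hits raising the fraction of high-intensity nuclei. SW480 colon cells incubated 48 hr with compounds at 37 C.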
* = called active by the depositor; ? = inconclusive; / = not tested or not shown. Unless noted, the call rests on the fitted dose curve; in most records, active means well fitted curve in the direction sought with a large enough effect; inconclusive means small, poorly fitted or top-dose-only effect, or another doubt; inactive means no such curve, though single readings can be large; an effect the other way counts as inactive or inconclusive.

Abbreviations – A = KB-3-1 cytotox; B = D3 antag; C = GLP-1R agonist; D = HT1080 IDH1KD tx; E = HT1080NT lethal; F = D3 ag; G = KB-V1 MDR tox; H = IL1B secr inh; I = SW480 rereplic
(1) Cc1ccc(-c2[nH]c3ccccc3c2C(C[N+](=O)[O-])c2ccco2)cc1 (configuration not stated)
  A = -15%; B = -15; C = -20%; D = ?; E = 16µM*; F = -6; G = 21µM*; H = -1; I = ?

(2) COc1ccc(C(=O)N=c2nc3ccccn3s2)cc1
  A = -11%; B = 0; C = -8%; D = -23%; E = -11%; F = -2; G = -2%; H = -5; I = -9%

(3) O=C(NC(=S)Nc1ccc(Oc2ccc(Cl)cc2)cc1)c1ccccc1
  A = ?; B = -16; C = -6%; D = ?; E = -10%; F = -3; G = ?; H = 12; I = 12%

(4) CCN(CC)C(=O)Cn1cc(C(=O)C(=O)N(CC)C2CCCCC2)c2ccccc21
  A = /; B = 19; C = -4%; D = 11%; E = 14%; F = 3; G = /; H = 0; I = -1%

(5) CCC(=O)Nc1ccc(NC(=S)NC(=O)/C=C/c2ccccc2)cc1
  A = -18%; B = -9; C = 0%; D = -13%; E = -23%; F = -3; G = -8%; H = ?; I = 13%

(6) O=C1OC(c2ccccc2)(c2ccc(O)cc2)c2ccccc21 (configuration not stated)
  A = 12%; B = 4; C = 12%; D = ?; E = 21µM*; F = -4; G = 11%; H = -22; I = 0%

(7) O=C(Nc1ccc(C(=O)N2CCCCC2)cc1)c1cccc([N+](=O)[O-])c1
  A = /; B = -1; C = 5%; D = -13%; E = 0%; F = -20; G = /; H = -11; I = 0%

(8) O=C1C2C(c3ccccc3)C=CC(c3ccccc3)C2C(=O)N1CCCO (configuration not stated)
  A = -10%; B = 0; C = 0%; D = -2%; E = 1%; F = -16; G = 0%; H = -17; I = -2%

(9) C=CCn1c(CCNC(=O)c2cccs2)nnc1SCC(=O)c1ccc(Br)cc1
  A = -8%; B = 19; C = 2%; D = ?; E = -20%; F = -16; G = 21µM*; H = -9; I = ?

(10) COc1ccccc1C(=O)Nc1nnc(C)s1
  A = 16%; B = 4; C = -1%; D = ?; E = 17%; F = 2; G = -21%; H = 0; I = -12%

(11) Cc1nc(=O)c(-c2ccccc2)c(C)n1CCO
  A = -1%; B = 21; C = 7%; D = 8%; E = -2%; F = 6; G = 10%; H = -17; I = -3%

(12) O=C(c1ccco1)N1CCN(C(=O)c2ccc(-c3ccc(Cl)cc3)o2)CC1
  A = 0%; B = -6; C = 5%; D = 10%; E = 11%; F = 0; G = 8%; H = -6; I = -26%

(13) OCC1OC(n2ccc3c(SCc4ccccc4)ncnc32)C(O)C1O (configuration not stated)
  A = ?; B = 21; C = 2%; D = -19%; E = -4%; F = 8; G = ?; H = -9; I = -2%

(14) CCC1(c2ccc(F)cc2)NC(=O)N(CC(=O)c2ccc[nH]2)C1=O (configuration not stated)
  A = 11%; B = 17; C = -3%; D = 8%; E = 5%; F = -3; G = 7%; H = 23; I = 0%

(15) Cc1ccc(C(=O)Nc2ccc(S(=O)(=O)N3CCc4ccccc43)cc2)o1
  A = 1%; B = -10; C = 2%; D = -29%; E = 0%; F = -1; G = ?; H = -25; I = 6%

Full records, quoted from the list. Order of values: KB-3-1 cytotox, D3 antag, GLP-1R agonist, HT1080 IDH1KD tx, HT1080NT lethal, D3 ag, KB-V1 MDR tox, IL1B secr inh, SW480 rereplic
Shown for CCN(CC)C(=O)Cn1cc(C(=O)C(=O)N(CC)C2CCCCC2)c2ccccc21 = /, 19, -4%, 11%, 14%, 3, /, 0, -1%
Shown for O=C(c1ccco1)N1CCN(C(=O)c2ccc(-c3ccc(Cl)cc3)o2)CC1 = 0%, -6, 5%, 10%, 11%, 0, 8%, -6, -26%
Shown for CCC1(c2ccc(F)cc2)NC(=O)N(CC(=O)c2ccc[nH]2)C1=O (configuration not stated) = 11%, 17, -3%, 8%, 5%, -3, 7%, 23, 0%
Shown for OCC1OC(n2ccc3c(SCc4ccccc4)ncnc32)C(O)C1O (configuration not stated) = ?, 21, 2%, -19%, -4%, 8, ?, -9, -2%
Shown for Cc1ccc(-c2[nH]c3ccccc3c2C(C[N+](=O)[O-])c2ccco2)cc1 (configuration not stated) = -15%, -15, -20%, ?, 16µM*, -6, 21µM*, -1, ?

The list continues:
Abbreviations – A = KB-3-1 cytotox; B = D3 antag; C = GLP-1R agonist; D = HT1080 IDH1KD tx; E = HT1080NT lethal; F = D3 ag; G = KB-V1 MDR tox; H = IL1B secr inh; I = SW480 rereplic
(16) COC(=O)[C@]1(C)N[C@H](CN(C)C(=O)Nc2ccccc2)[C@@H]2C(=O)N(C)C(=O)[C@@H]21
  A = 0%; B = 33; C = -2%; D = 3%; E = 1%; F = 25; G = -26%; H = -6; I = -1%

(17) CC(C1CC1)N(Cc1ccccc1)C(=S)Nc1ccccc1Cl (configuration not stated)
  A = -26%; B = -4; C = 4%; D = -16%; E = 1%; F = -2; G = 1%; H = -15; I = 22%

(18) CC1CCCC(C)N1CCNC(=O)CCn1nc(-c2ccccc2)ccc1=O (configuration not stated)
  A = 5%; B = -19; C = 8%; D = 0%; E = -8%; F = -18; G = 3%; H = 5; I = -15%

(19) COc1ccc(NC2c3ccccc3C(=O)N2c2ccccn2)cc1Cl (configuration not stated)
  A = 0%; B = 0; C = -4%; D = 3%; E = -1%; F = -5; G = -11%; H = ?; I = 2%

(20) COC(=O)c1ccc(COc2ccc(C(C)(C)C)cc2)o1
  A = -6%; B = 18; C = 29%; D = 5%; E = 5%; F = 2; G = 2%; H = -9; I = -7%

(21) COCC1CCN(C(=O)c2cc(COc3ccc(OC)cc3Cl)on2)C1 (configuration not stated)
  A = ?; B = 12; C = 18%; D = 3%; E = 3%; F = 0; G = ?; H = -24; I = /

(22) C=CCC[C@H](Cc1ccc(F)cc1)C(=O)OC[C@@H](C)NC(=O)[C@@H](CC=C)CC(=O)N[C@H](CO)Cc1ccccc1
  A = ?; B = -18; C = 6%; D = -17%; E = -7%; F = -13; G = -17%; H = -3; I = 1%

(23) COc1ccc(/C=C/C2=NN(C)C(=O)CC2)cc1
  A = -11%; B = -17; C = 7%; D = -26%; E = -19%; F = -6; G = -19%; H = -13; I = 1%

(24) COC(=O)C1C2C=CC3(CN(Cc4ccco4)C(=O)C13)O2 (configuration not stated)
  A = 2%; B = 16; C = -2%; D = 6%; E = 2%; F = 23; G = 9%; H = 12; I = 16%

(25) COc1ccc(CC(=O)NCC(C)(C)N2CCOCC2)cc1
  A = 0%; B = 2; C = 2%; D = 2%; E = -4%; F = 0; G = -7%; H = -6; I = -2%

(26) Cc1ccc(C(C)C)cc1OCC(=O)NNC(=O)Nc1ccccc1
  A = -3%; B = 12; C = 6%; D = -7%; E = -17%; F = -1; G = 5%; H = 30; I = 9%

3 consecutive entries already listed, for reference:
Abbreviations – A = KB-3-1 cytotox; B = D3 antag; C = GLP-1R agonist; D = HT1080 IDH1KD tx; E = HT1080NT lethal; F = D3 ag; G = KB-V1 MDR tox; H = IL1B secr inh; I = SW480 rereplic
(1) Cc1ccc(-c2[nH]c3ccccc3c2C(C[N+](=O)[O-])c2ccco2)cc1 (configuration not stated)
  A = -15%; B = -15; C = -20%; D = ?; E = 16µM*; F = -6; G = 21µM*; H = -1; I = ?

(2) COc1ccc(C(=O)N=c2nc3ccccn3s2)cc1
  A = -11%; B = 0; C = -8%; D = -23%; E = -11%; F = -2; G = -2%; H = -5; I = -9%

(3) O=C(NC(=S)Nc1ccc(Oc2ccc(Cl)cc2)cc1)c1ccccc1
  A = ?; B = -16; C = -6%; D = ?; E = -10%; F = -3; G = ?; H = 12; I = 12%
